# From PubChem
# ATXN2 expr inh – inhibitors of ATXN2 expression. HEK-293 ATXN2-luciferase reporter, luminescence, 24 h. Potency, µM (doses to about 57 µM), inactives show top-dose activity change, negative = inhibition, hits mostly inhibitors. 360,000 compounds, 0.72% hits; also: potency is read from the fitted curve at half-maximal effect; % is scaled to controls: 0 for no effect and ±100 for the full control effect; nearly all actives have a fitted effect of over 55% in size
#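 ATXN2-luciferase reporter cells (luciferase flanked by upstream and downstream ATXN2 gene portions) were treated 24 h at 37 °C with compounds at up to 57 uM. SteadyGlo luminescence gave expression; GF-AFC fluorescence gave viability.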
# TGFb inhibitor – blocks TGF-b signaling; 410,000 compounds, 1.2% hits; Potency, µM (titrated, usually from 46.1 µM), for inactives: at the highest dose activity, negative = inhibition, most hits filed as inhibitors; HepG2 CAGA-GFP TGF-b/SMAD3 reporter, GFP fluorescence, 18 h; TGF-beta stimulated, 500 pg/mL final; also: potency is read from the fitted curve at half-maximal effect; % is scaled to controls: 0 for no effect and ±100 for the full control effect; nearly all actives have a fitted effect of over 65% in size
#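 Inhibition was scored as loss of TGF-beta-induced (500 pg/mL final, 18 hours, 37 degrees C) GFP in HEPG2 cells carrying a CAGA-GFP reporter, in DMEM with 1% FBS. Well GFP was summed per cell; Activity was normalised to unstimulated and stimulated DMSO wells, then concentration-response fitting.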
# IL2 activator – IL-2 activation; 360,000 compounds, 0.065% hits; IL-2 activation reporter assay, cell-based qHTS; stimulated with anti-CD3/CD4/CD28 beads; in transgenic mouse T cells; activation, % (series mostly up to about 46 µM); in the data active = activation above about 50%; inconclusive = mostly about 30% to 49%; also: 0% is about no effect
#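 Unstimulated transgenic mouse T cells; 60-min compound exposure; bead-based TCR/CD4/CD28 stimulation; 18 h culture, 37 degrees C; dual fluorescence (EGFP, DsRed) plate cytometry.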
# EPAC2 agonist – EPAC2 (human) agonism. Q8WZA2. EPAC2 activation, biochemical qHTS; response scale: 100% = 6.5 mM cAMP response. Potency, µM (doses to about 154 µM), inactives show at the top dose activation, hits mostly activators. 360,000 compounds, 0.079% hits. AID 720711; also: potency is read from the fitted curve at half-maximal effect; nearly all actives have a fitted effect of over 50% in size
# Target sequence (Q8WZA2 whole entry, looked up): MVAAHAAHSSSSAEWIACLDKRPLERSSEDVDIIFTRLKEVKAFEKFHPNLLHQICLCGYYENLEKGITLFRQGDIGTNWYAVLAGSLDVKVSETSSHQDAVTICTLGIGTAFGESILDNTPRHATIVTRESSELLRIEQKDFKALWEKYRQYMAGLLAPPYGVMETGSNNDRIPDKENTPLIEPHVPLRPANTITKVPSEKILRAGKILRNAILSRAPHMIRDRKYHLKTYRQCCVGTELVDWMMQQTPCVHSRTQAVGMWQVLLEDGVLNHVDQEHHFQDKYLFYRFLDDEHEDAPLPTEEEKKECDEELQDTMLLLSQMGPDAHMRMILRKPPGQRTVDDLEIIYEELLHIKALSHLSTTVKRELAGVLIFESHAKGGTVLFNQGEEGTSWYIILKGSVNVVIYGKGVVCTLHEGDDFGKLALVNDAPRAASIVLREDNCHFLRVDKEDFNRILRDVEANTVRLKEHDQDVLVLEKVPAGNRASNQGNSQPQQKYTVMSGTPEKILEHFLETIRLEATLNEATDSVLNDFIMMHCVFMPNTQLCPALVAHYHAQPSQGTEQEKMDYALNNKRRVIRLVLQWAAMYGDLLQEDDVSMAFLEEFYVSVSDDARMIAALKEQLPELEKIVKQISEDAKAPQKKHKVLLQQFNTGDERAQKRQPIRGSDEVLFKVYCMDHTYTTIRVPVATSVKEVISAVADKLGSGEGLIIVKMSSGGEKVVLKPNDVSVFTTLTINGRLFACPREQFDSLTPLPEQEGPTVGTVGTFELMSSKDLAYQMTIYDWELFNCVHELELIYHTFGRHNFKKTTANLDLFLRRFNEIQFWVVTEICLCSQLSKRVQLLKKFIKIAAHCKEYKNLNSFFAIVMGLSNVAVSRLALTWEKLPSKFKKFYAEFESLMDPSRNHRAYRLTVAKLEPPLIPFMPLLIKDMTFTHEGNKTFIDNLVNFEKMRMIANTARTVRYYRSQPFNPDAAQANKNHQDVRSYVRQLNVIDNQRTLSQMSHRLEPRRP
#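 Guanine nucleotide exchange by EPAC2 is measured as reduced fluorescence of BODIPY-GDP once it is released from 250 nM Rap1B. Plates are read kinetically for 30 min at room temperature; results are scaled to 6.5 mM cAMP.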
# A549 viability – counter-screen for Nrf2 inhibitors: cytotoxicity in A549 cells. A549 ARE-Fluc cells, CellTiter-Fluor viability, 18-24 h. Potency, µM (series often up to 46 µM), for inactives: at the top dose activity change, negative = cytotoxicity, usual class: inhibitors. 390,000 compounds, 0.16% hits; also: potency is read from the fitted curve at half-maximal effect; % is scaled to controls: 0 for no effect and ±100 for the full control effect
#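 A549 ARE-Fluc cells in 5% FBS OPTI-MEM, 5000 cells/well, rested 2 h then exposed to compounds in concentration-response for 18-24 h at 37 °C. Viability by CellTiter-Fluor fluorescence (Ex 405/Em 525) after 30 min; luciferase luminescence (BugLite, 15 min, RT) read afterwards.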
# Nrf2 inh – inhibitors of Nrf2 signaling; Potency, µM (series often up to 46 µM), for inactives: at the highest dose activity change, negative = inhibition, usual class: inhibitors; 360,000 compounds, 2.1% hits; A549 ARE-Fluc reporter, luciferase luminescence, 18-24 h; AID 504444; also: potency is read from the fitted curve at half-maximal effect; % is scaled to controls: 0 for no effect and ±100 for the full control effect; nearly all actives have a fitted effect of over 60% in size
#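 Reporter: ARE-Fluc in A549. Exposure: 18-24 h, 37 °C, 5% CO2, 5% FBS OPTI-MEM. Readouts: fluorescent cytotoxicity (CellTiter-Fluor), then luminescent Nrf2 signal after BugLite.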
# ATXN viability – viability counter-screen for ATXN expression inhibitors | S2 cells (HEK-293 line with an ATXN2-luciferase reporter) viability, CellTiter-Fluor protease fluorescence, 24 h | Potency, µM (series often up to 56.7 µM), most hits filed as cytotoxic | 400,000 compounds, 0.49% hits; also: potency is read from the fitted curve at half-maximal effect; nearly all actives have a fitted effect of over 40% in size
# Nrf2 ARE act – activates Nrf2 signaling | 410,000 compounds, 0.31% hits | AREc32 ARE-luciferase reporter (MCF7-derived line), luminescence, 24 h | Potency, µM (titrated, usually from 46.1 µM), without a hit: at the highest dose activation, actives largely listed as activators; also: potency is read from the fitted curve at half-maximal effect; % of control where 0% means no effect; nearly all actives have a fitted effect of over 65% in size
#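 Luciferase luminescence (Steady-Glo, 30 min at room temperature) served as the read-out of ARE activation in AREc32 cells treated with compounds for 24 hr at 37 deg C.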
# HepG2 viability – kills HepG2 cells in TGF-b inhibitor counter-screen | HepG2 CAGA-GFP viability, ATP luminescence, 18 h | AID 588856 | 410,000 compounds, 0.76% hits | Potency, µM (doses to about 46.1 µM), without a hit: at the top dose activity change, negative = cytotoxicity, hits mostly cytotoxic; also: potency is read from the fitted curve at half-maximal effect; some results filed as inactive show a strong effect at the top dose
#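 CellTiter-Glo luminescence gave cytotoxicity after 18 hours at 37 degrees C. The cells were HepG2 CAGA-GFP in 1% FBS DMEM, stimulated with 500 pg/mL TGF-beta after compound addition. %Activity was normalised to no-cell wells (complete cell-killing) and DMSO (no toxicity), and curves were fitted and classified.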
# * = called active by the depositor; i = inactive; ? = inconclusive; nt = no result given; [ ] = another dose, or the depositor's remark. Unless noted, calls follow the shape of the dose curve; as a rule, active = well fitted curve in the direction sought with a large enough effect; inconclusive = small, poorly fitted or top-dose-only effect, or another doubt; inactive = no such curve, though single readings can be large; an effect the other way counts as inactive or inconclusive. Compounds were not picked by outcome, and some 4.3% of all compounds hit somewhere here.
# Order of results – ATXN2 expr inh	TGFb inhibitor	IL2 activator	EPAC2 agonist	A549 viability	Nrf2 inh	ATXN viability	Nrf2 ARE act	HepG2 viability
1) COc1cccc(-c2csc(N3CCN(CC(=O)NNC(=O)c4ccc(Br)cc4)CC3)n2)c1
  -7%	-22%	-1.3	13%	0%	?	i	2.7%	-54%
2) CCn1nc(NS(=O)(=O)c2ccc([N+](=O)[O-])cc2)c2cc3ccccc3nc21
  7%	-8%	-1.3	1%	-5%	-29%	i	0.2%	-8%
3) O=C(c1[nH]c(C(F)(F)F)nc1-c1ccccc1)N1CCc2ccccc2C1
  1%	-10%	-0.2	-1%	nt	nt	i	-0.8%	-43%
4) CC(=O)Nc1cccc(NC(=O)C2CCCN2C(=O)Nc2ccc(Cl)cc2)c1 (configuration not stated)
  0%	-2%	1.4	9%	-1%	2%	i	0.3%	-20%
5) CC(C)CN(C(=O)COC(=O)c1cncc(Br)c1)c1c(N)n(Cc2ccccc2)c(=O)[nH]c1=O
  1%	?	-0.7	4%	2%	-24%	i	1.4%	-28%
6) COc1ccccc1NC(=O)CSc1nnc(COc2ccc(Cl)cc2)o1
  -9%	14%	-2.3	7%	5%	-2%	i	-0.9%	10%
7) O=C(c1ccccc1)c1ccc2nc(-c3ccc(NC(=O)c4ccccc4Br)cc3)[nH]c2c1
  1%	-10%	1.1	8%	-7%	?	?	0.2%	-4%
8) COc1cc(CC2C(=O)Nc3ccccc32)cc(C)c1O (configuration not stated)
  6%	0%	0.6	10%	14%	8%	i	14%	-14%
9) O=C(Cc1cccc(NC(=O)C2CCN(C(=O)c3ccccc3)CC2)c1)Nc1cccc(C(=O)N2CCOCC2)c1
  10%	-15%	0.0	7%	-1%	7%	i	0.4%	-27%
10) COc1ccc(CNCc2ccc3c(c2)OCO3)cc1Br
  nt	1%	1.4	-1%	1%	3%	i	6.1%	-16%
11) Cc1cc2nc(-c3ccc(F)cc3)c(CC3CCCCC3)n2c(C)c1Br
  59%[activator]	nt	-0.6	17%	nt	nt	i	6.6%	nt
12) O=C(Nc1ccc(NS(=O)(=O)c2ccccc2)cc1)c1ccccc1Cl
  2%	7%	-0.1	14%	-3%	-17%	i	-0.3%	3%
13) COc1ccc(CNC(=O)Nc2nc(C(N)c3ccccc3)cs2)cc1 (configuration not stated)
  -20%	-1%	0.1	7%	nt	nt	i	3.6%	-17%
14) COCC(=O)Nc1ccc(C(C)C)cc1
  4%	15%	-2.9	9%	13%	13%	i	1.8%	-11%
15) COCCOC(=O)C1=C(C)NC2=C(C(=O)CC(C)(C)C2)C1c1ccc(N(C)C)cc1 (configuration not stated)
  6%	-3%	-0.4	1%	1%	-14%	?	0.4%	12%

# Continued (2 carried over from the part before).
# Order of results – ATXN2 expr inh	TGFb inhibitor	IL2 activator	EPAC2 agonist	A549 viability	Nrf2 inh	ATXN viability	Nrf2 ARE act	HepG2 viability
14) COCC(=O)Nc1ccc(C(C)C)cc1
  4%	15%	-2.9	9%	13%	13%	i	1.8%	-11%
15) COCCOC(=O)C1=C(C)NC2=C(C(=O)CC(C)(C)C2)C1c1ccc(N(C)C)cc1 (configuration not stated)
  6%	-3%	-0.4	1%	1%	-14%	?	0.4%	12%
16) CC(C)CC(=O)N1CCN(S(=O)(=O)c2ccc3ccccc3c2)CC1
  -21%	?	-3.3	4%	10%	?	i	-0.1%	-13%
17) COc1cc(CN(C(=S)NCC(=O)NC2CCCC2)C2CCCC2)cc(OC)c1OC
  0%	-8%	-2.6	2%	-11%	-5%	i	-0.7%	7%
18) NC1=NC[C@H](Cc2ccccc2)N1CCc1cccc(F)c1
  -14%	-29%	-0.8	1%	-1%	-3%	i	0.5%	-3%
19) O=C(CCSc1nc2ccccc2o1)N1CCOCC1
  21%	12%	-3.4	?	-1%	nt	i	4.7%	6%
20) O=C(/C=C/c1ccco1)Nc1ccc2c(c1)OCO2
  24%	-12%	-1.7	-7%	-3%	?	i	2.4%	-1%
21) COc1cccc(C(=O)n2nc(-c3cccnc3)nc2NCc2ccc(F)cc2)c1
  -15%	-19%	nt	nt	0%	?	i	-1.0%	-23%
22) CCCSc1ncc(Cl)c(C(=O)N(Cc2ccc(N(C)C)cc2)C2CCS(=O)(=O)C2)n1 (configuration not stated)
  nt	nt	nt	nt	2%	-3%	nt	2.8%	-8%
23) CCCCCC1CCC(c2ccc(C(N)=O)cc2)CC1 (configuration not stated)
  8%	2%	0.2	?	-2%	25%	i	0.1%	5%
24) Cc1ccc[n+](CC(=O)c2ccc(Cl)cc2)c1
  3%	0%	2.3	7%	-8%	-8%	i	-0.9%	24%
25) Cc1ccc(CNC(=O)CCn2c(=O)oc3ccccc32)cc1
  1%	-22%	-0.9	6%	10%	-4%	i	-0.8%	0%
26) O=C(Nc1cccc(Cl)c1)N(CCN1CCOCC1)Cc1cccc(Cl)c1
  ?	?	-1.2	15%	-18%	?	?	0.4%	-25%
27) CC1Cc2ccccc2N1C(=O)c1cnc2n(c1=O)CCS2 (configuration not stated)
  -16%	2%	-1.2	10%	10%	?	i	-0.6%	-1%
28) O=S(=O)(c1ccc(Cl)cc1)N(Cc1ccccn1)Cc1ccccn1
  -12%	-8%	-0.6	-1%	3%	0%	i	-0.1%	-17%
29) CCOc1ccccc1N1CCN(C(=O)C2=CC=CN3CCS(=O)(=O)N=C23)CC1
  nt	3%	-0.9	-1%	-2%	10%	i	1.7%	-23%
30) CCOc1ccc(NC(=O)CN2C(=O)NC3(CCCC3)C2=O)cc1S(=O)(=O)N1CCCCC1
  nt	13%	-0.2	2%	0%	0%	i	-0.9%	18%
31) O=C(Nc1ccnn1C1CCN(C2CCC2)CC1)c1cccc(F)c1
  3%	1%	0.7	-2%	3%	19%	i	0.1%	0%
32) COC(=O)C(NC(C)=O)(Nc1cccc(C)n1)C(F)(F)F (configuration not stated)
  13%	11%	0.3	5%	-8%	12%	i	-0.2%	8%
33) CCOC(=O)CNc1nc(Cl)nc(Nc2ccc(OC)cc2OC)n1
  nt	6%	-0.3	5%	-5%	7%	i	6.1%	-12%
34) O=C1C=C(Nc2cccc3cccnc23)c2ccccc2C1=O
  -14%[2.22 µM]	5µM*	-3.7	6%	?	?	14µM*	9.6%	3.5µM*
35) CC1CN(S(=O)(=O)c2ccc(C(=O)Nc3ccc(S(=O)(=O)Nc4nccs4)cc3)cc2)CC(C)O1 (configuration not stated)
  0%	1%	0.0	5%	-2%	9%	i	-0.6%	10%
36) CSc1nc(=O)[nH]nc1Sc1ccccc1
  nt	-22%	-1.6	12%	nt	nt	?	14%	-26%
37) CC(=O)c1c(C)[nH]c(C(=O)CSc2nc3ccc(C)cc3[nH]2)c1C
  -4%	?	-0.3	-2%	-7%	?	i	6.3%	-40%
38) COc1ccc2cc(-c3ccccc3F)ncc2c1
  67%[activator]	?	-0.4	19%	20%	?	i	13%	-31%
39) COc1ccc(/C=C(/C(=O)NCc2ccccc2)c2ccccc2)cc1
  nt	?	-3.5	12%	-3%	?	i	0.7%	-7%
40) CC12CCC=CC1C(c1ccc3ccccc3c1Br)N(Cc1ccccc1)C2=O (configuration not stated)
  nt	?	nt	nt	-5%	?	nt	nt	-24%
41) Cc1ccc(NC(=O)Cn2cc(S(=O)(=O)N3CCCC3)c(S(=O)(=O)N3CCCC3)c2)c(C)c1
  11%	-3%	nt	nt	-11%	?	i	-0.4%	3%
42) CC[N+](CC)(CCO)CCCN1C(=O)C2CC=C(Cl)CC2C1=O (configuration not stated)
  -2%	2%	0.7	4%	5%	nt	i	-0.7%	12%
43) C=Cc1ccc(Cn2c(C)c(CNCc3ccccc3C)c(C(=O)O)c2C)cc1
  -2%	0%	nt	nt	0%	5%	i	3.0%	-21%
44) O=C(O)C1CCCCC1C(=O)Nc1ccccc1Nc1ccccc1 (configuration not stated)
  -2%	0%	-0.2	4%	-18%	nt	i	-0.2%	3%
45) Cc1nn(-c2ccccc2)c(C)c1NC(=O)COc1cc(F)ccc1[N+](=O)[O-]
  -20%	?	3.1	-2%	-13%	6%	i	-0.1%	-18%
46) Cc1cccc(NC(=O)c2cc(-c3ccco3)nc3ccccc23)n1
  -2%	14%	21	3%	3%	-7%	?	13%	13%
47) CN(C)CCCNC(=O)COc1ccc(Br)cc1Cl
  -31%	8%	1.0	0%	7%	4%	i	2.2%	-2%
48) CCOc1ccc2oc(C(=O)OCC(=O)NCC3CCCO3)c(C)c2c1 (configuration not stated)
  13%	-14%	0.5	-4%	-1%	?	i	1.6%	-4%
49) CCOC(=O)C(=O)Nc1sc(C(=O)N2CCOCC2)c(C)c1C#N
  -6%	-13%	-3.6	7%	2%	6%	i	3.2%	-15%
50) Cc1ccc(S(=O)(=O)NCc2ccccc2)cc1C(=O)NCc1ccncc1
  nt	11%	-0.4	-6%	nt	nt	i	-0.7%	26%
51) COc1ccc(CC(N)c2csc(Nc3cc(NCc4ccco4)ncn3)n2)cc1 (configuration not stated)
  ?	?	-0.3	9%	nt	nt	?	-1.8%	11µM*
52) O=C(O)C1Sc2[nH]c(=O)sc2C2c3cc(Cl)ccc3OC(=O)C12 (configuration not stated)
  1%	-7%	-2.0	4%	-1%	9%	i	-0.6%	0%
53) O=C(OCC(=O)C12CC3CC(CC(C3)C1)C2)c1cnccn1
  -13%	-13%	-0.6	3%	1%	4%	i	0.0%	-12%
54) COc1ccc(C(C)(C)C)cc1NC(=O)CN(C)C1=NS(=O)(=O)c2ccccc21
  nt	3%	-1.1	-4%	nt	nt	i	3.7%	6%
